Source: PubChem BioAssay
IMPase inh: membrane-permeable compound that blocks inositol monophosphatase; P97697; CHO-M1 cells, IP1 accumulation, HTRF TR-FRET ratio; inhibition (IP1 accumulation), % at 46.1 µM; 120,000 tested, under 10 active; active = well fitted curve in the direction sought with a large enough effect in the signal ratio, not every such curve was filed as active; inconclusive = small, poorly fitted or top-dose-only effect, or a change in a side signal; inactive = no such curve, though single readings can be large or run the other way; the % refers to the signal ratio;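 also: cells stimulated with carbachol in lithium chloride buffer; plate controls were DMSO basal wells for no effect and reference inhibitor wells for full effect; higher means more IMPase inhibition seen as more IP1 and lower FRET ratio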
Target sequence (P97697 whole entry, looked up): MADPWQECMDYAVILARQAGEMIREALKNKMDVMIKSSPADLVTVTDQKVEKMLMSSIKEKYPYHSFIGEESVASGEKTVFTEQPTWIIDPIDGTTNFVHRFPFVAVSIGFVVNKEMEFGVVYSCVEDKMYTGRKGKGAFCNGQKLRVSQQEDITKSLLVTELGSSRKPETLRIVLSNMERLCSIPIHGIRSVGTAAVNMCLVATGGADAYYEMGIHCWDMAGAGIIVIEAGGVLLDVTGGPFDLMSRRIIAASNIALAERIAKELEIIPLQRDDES
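Elevated IP1 in lysates lowers TR-FRET signal (665/620 ratio and 620 channel reported). Cells were CHO-M1, given carbachol (50 uM as added) plus 50mM LiCl, pH 7.4, 30 min, 37C; compounds titrated up to 46 uM; AC50 by Hill equation.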
15-hLO-2 inh: 15-hLO-2 (ALOX15B) enzyme inhibition. O15296. purified 15hLO-2, xylenol orange hydroperoxide absorbance. Potency, µM (doses to about 57.1 µM), inactives show at the top dose activity change, negative = inhibition, usual class: inhibitors. actives 0.56% (n = 110,000). AID 881; also: potency is read from the fitted curve at half-maximal effect; nearly all actives have a fitted effect of over 60% in size; many of its hits are not listed in these tables
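Enzyme 50 nM, AA 45 uM, 25 mM Hepes pH 7.5 + 0.01% Triton X-100; cpd preinc 15 min RT, rxn 90 min RT; stop/detect with 200 uM XO + 300 uM Fe(II) in 50 mM H2SO4, 30 min; A573/A405.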
PNC inhibitor: blocks assembly of the perinucleolar compartment | PC3M PTB-GFP, PNC prevalence imaging, 16 h; active compounds read low | activity change (PNC), negative = inhibition, % at 10 µM | actives 3.1% (n = 140,000);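 active = readout at or below -70, meaning at least 70% loss of cells showing the perinucleolar compartment, a nuclear body marking cancer cells; inconclusive = readout between -30 and a set limit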;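 also: plate controls were DMSO wells for no effect and camptothecin positive control wells for full effect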
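PC3M cells stably expressing PTB-GFP, 750–1000 cells/well, treated 16 h at 37 °C with compound (23 nl of library stock), in duplicate. After paraformaldehyde fixation and Hoechst stain, imaged at 20x; PNC prevalence scored by image analysis.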
ALOX12 inhib: blocks human 12-lipoxygenase activity; Potency, µM (titrated, usually from 57.1 µM), without a hit: at the highest dose activity change, negative = inhibition, most hits filed as inhibitors; actives 0.12% (n = 150,000); purified 12-hLO, xylenol orange hydroperoxide absorbance; also: potency is read from the fitted curve at half-maximal effect; nearly all actives have a fitted effect of over 55% in size; many of its hits are not listed in these tables
Target sequence (P18054 whole entry, looked up): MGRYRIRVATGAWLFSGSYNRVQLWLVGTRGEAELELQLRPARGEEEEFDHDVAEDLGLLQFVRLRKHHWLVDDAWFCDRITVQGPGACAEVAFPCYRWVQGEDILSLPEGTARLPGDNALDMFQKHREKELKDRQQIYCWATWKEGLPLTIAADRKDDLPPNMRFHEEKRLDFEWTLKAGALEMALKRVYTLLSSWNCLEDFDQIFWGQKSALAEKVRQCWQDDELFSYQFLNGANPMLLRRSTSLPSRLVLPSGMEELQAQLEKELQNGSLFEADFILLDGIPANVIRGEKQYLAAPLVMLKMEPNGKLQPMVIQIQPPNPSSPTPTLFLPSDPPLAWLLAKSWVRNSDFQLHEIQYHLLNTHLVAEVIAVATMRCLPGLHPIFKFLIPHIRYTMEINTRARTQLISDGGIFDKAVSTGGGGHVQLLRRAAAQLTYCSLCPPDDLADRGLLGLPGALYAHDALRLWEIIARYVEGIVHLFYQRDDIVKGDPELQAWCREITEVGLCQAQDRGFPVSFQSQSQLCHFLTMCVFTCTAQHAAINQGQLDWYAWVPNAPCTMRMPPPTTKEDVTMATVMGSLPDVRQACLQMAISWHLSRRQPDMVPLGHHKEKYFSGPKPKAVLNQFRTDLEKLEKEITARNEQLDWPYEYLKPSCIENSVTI
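Hydroperoxide output read as Fe(III)-xylenol orange absorbance, 573-to-405 nm ratio, after 30 min reaction with 40 uM arachidonic acid. Enzyme: 150 nM purified human 12hLO, 15 min compound preincubation; 25 mM Hepes pH 7.0, room temperature.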
Starred values were filed as active, the others as inactive; ? = inconclusive; . = no result given; & = joins results of further samples; [ ] = dose if it differs, or a comment. Unless noted, calls follow the shape of the dose curve; as a rule, active = well fitted curve in the direction sought with a large enough effect; inconclusive = small, poorly fitted or top-dose-only effect, or another doubt; inactive = no such curve, though single readings can be large; an effect the other way counts as inactive or inconclusive. Unless noted, % is scaled to controls: 0 for no effect and ±100 for the full control effect.

SMILES	IMPase inh	15-hLO-2 inh	PNC inhibitor	ALOX12 inhib
C#CCSc1nnc(-c2ccccc2)c(=O)[nH]1	-1.9	-0.5%	3.2	1.0%
COc1ccc(C(N)=O)cc1NC(=O)CC(O)(C(F)(F)F)C(F)(F)F	-7.6	0.0%	16.6	-3.8%
COc1ccc(C2=NOC(COC(=O)c3ccc4ccccc4n3)C2)cc1 (stereo not given)	.	.	-3.2	0.0%
Cc1ccc(S(=O)(=O)NCCC(=O)NCc2ccco2)cc1	.	.	65.5	0.1%
CCN(CC#CCC1(O)c2ccccc2-c2ccccc21)C(C)C	10.9	-2.8%	44.4	3.4%
COC(=O)Nc1nc2ccc(C(=O)c3ccccc3)cc2[nH]1	7.6[20.6 µM]	7.7%	.	-2.7%
COc1cccc(NC(=O)Cn2nc(Cc3cccnc3)c3ccccc3c2=O)c1	3.2	3.6%	?	-1.2%
C/C(=N\N1CCN(Cc2ccc(C)cc2)CC1)c1ccco1	.	.	?	-0.1%
CN(C)c1ccc(N=Nc2ccccc2C(=O)OCC(=O)Nc2ccccc2C(F)(F)F)cc1	.	.	-26.1	0.2%
COc1ccc(NC(=S)NNc2ccc([N+](=O)[O-])cc2S(=O)(=O)Nc2ccc(C)cc2C)cc1	.	.	?	-14.9%
CCOC(=O)CNC(=O)Cn1cnc2ccc(S(=O)(=O)N3CCC(C)CC3)cc2c1=O	?	-5.7%	?	-4.5%
Cc1ccc(S(=O)(=O)NCCSc2nnc(N)s2)cc1	8.6	1.5%	-25.9	3.6%
COc1ccc(CCN(Cc2cc3cc(C)ccc3[nH]c2=O)C(=O)N2CCCC2)cc1OC	0.2	-5.0%	19.6	-2.1%
Cc1cccc(NC(=O)CCn2ccnc2C)c1	3.5	1.1%	?	3.9%
CCOC(=O)Cc1csc(NC(=O)CN2C(=O)c3ccccc3S2(=O)=O)n1	-7.3	-2.5%	-11.1	1.8%
COC(CN(C(=O)CCl)C(C(=O)NC1CCCCC1)c1ccccc1C)OC (stereo not given)	.	.	?	-3.9%
Cc1cc(C)[n+]2n1C(=O)C(c1ccccc1)=C2[O-]	.	.	?	-0.4%
CCCCNC(=O)Nc1c(C(=O)OC)[nH]c2ccc(C)cc12	4.3	-12.1%	-24.0	-4.9%
COCCNC(=O)C(c1ccco1)N(C(=O)Cn1nnc2ccccc21)c1ccccc1C (stereo not given)	-4.1	-2.5%	3.0	-0.9%
CC1CC2(C)Oc3ccccc3C3OCC1(COC(=O)Nc1ccccc1)C(C)C32 (stereo not given)	6.8	1.2%	.	-5.9%
COc1ccc(OC)c2c(=S)c3ccccc3[nH]c12	31.3[activator]	-6.6%	.	25.1µM*
CCOC(=O)c1ccc(NC(=O)c2ccccc2[N+](=O)[O-])cc1	.	.	16.7	-2.7%
CCCCC(C)n1[nH]c(=O)cc1N (stereo not given)	-3.2	-3.7%	12.7	2.1%
CCOc1ccccc1N1CCN(C(=O)c2cc(C)oc2C)CC1	3.4	-3.2%	20.9	-5.2%
Cc1nn(C)cc1CNC(=O)c1cccc(Cl)c1	-2.8	-1.8%	?	2.6%
Cc1cc(NC(=O)c2cccc([N+](=O)[O-])c2)n(-c2ccccc2)n1	.	.	-24.9	-0.8%
CC(Sc1nncs1)C(=O)NCc1ccc2c(c1)OCO2 (stereo not given)	-0.6	-6.1%	-1.5	-4.1%
Cc1ccc(Sc2nc3c(c(=O)[nH]c(=O)n3C)n2CCc2ccccc2)cc1	?	-5.4%	38.3	0.7%
CCOC(=O)c1c(C)c(C(=O)NCc2cccs2)c(C)n1CC	7.5	-8.1%	33.0	-5.7%
CN(CC(=O)Nc1ccccc1N1CCOCC1)S(=O)(=O)c1ccc(Cl)cc1	15.5	5.1%	?	-2.6%

In a second layout: results already given
CCOC(=O)c1ccc(NC(=O)c2ccccc2[N+](=O)[O-])cc1
  IMPase inh: .; 15-hLO-2 inh: .; PNC inhibitor: 16.7; ALOX12 inhib: -2.7%
CCCCC(C)n1[nH]c(=O)cc1N (stereo not given)
  IMPase inh: -3.2; 15-hLO-2 inh: -3.7%; PNC inhibitor: 12.7; ALOX12 inhib: 2.1%
CCOc1ccccc1N1CCN(C(=O)c2cc(C)oc2C)CC1
  IMPase inh: 3.4; 15-hLO-2 inh: -3.2%; PNC inhibitor: 20.9; ALOX12 inhib: -5.2%
Cc1nn(C)cc1CNC(=O)c1cccc(Cl)c1
  IMPase inh: -2.8; 15-hLO-2 inh: -1.8%; PNC inhibitor: ?; ALOX12 inhib: 2.6%

Next part
SMILES	IMPase inh	15-hLO-2 inh	PNC inhibitor	ALOX12 inhib
C(=N\n1cnnc1)/c1cccnc1	-2.6	-1.7%	29.5	0.4%
COC(=O)c1cc(OC)c(OCc2cc(C(=O)OC)oc2C)c(OC)c1	7.8	-1.3%	?	-1.8%
CCOc1cc(C2NC(=O)NC(C)=C2C(=O)NCc2ccccc2)c(Cl)cc1O (stereo not given)	-5.2	3.1%	-16.6	-2.6%
CCOC(=O)c1nn(-c2cccc(C)c2)c2nnc(Cc3ccc(C)cc3)c(=O)n12	.	.	?	6.7%
CCOC(=O)C1=C(C)NC2=C(C(=O)c3ccccc32)C1c1ccc(O)cc1 (stereo not given)	.	.	-16.0	-4.0%
C#CCOCCOCCOCCNc1nc(N2CCN(C(=O)[C@H](CCCCN)n3cc(CCCC)nn3)CC2)nc(N2CCN(C(=O)[C@H](Cc3ccc(O)cc3)n3cc(CCO)nn3)CC2)n1	.	.	40.0	0.2%
COC(=O)C(Cc1c[nH]c2ccccc12)NC(=O)c1cc(-c2ccc(OC)c(OC)c2)oc1C (stereo not given)	6.2	.	38.2	-7.8%
c1ccc(CSc2nnc3c(n2)OC(c2ccco2)Nc2ccccc2-3)cc1 (stereo not given)	-8.0	?	49.2	-10.0%
COC(=O)C1=C(C)N(c2ccc(F)cc2)C(=O)C1	-11.9	-4.7%	10.6	-3.3%
COC(=O)c1ccc(C(NC(=O)OCc2ccccc2)/C(C)=C/[C@@H](C)C(=O)N2CCN(C)CC2)cc1 (stereo not given in full)	.	19.9%	.	1.4%
Cc1cc(C(=O)NCc2cc(C(=O)O)oc2C)c(C)o1	0.6	14.6%	25.3	1.1%
O=S(=O)(Nc1cccc2ccccc12)N1CCCC1	19.7	6.6%	?	3.2%
Cc1noc(N)c1C(=O)Nc1ccc(F)c(Cl)c1	-5.0	0.7%	-4.7	-6.0%
CC(=O)c1ccc(Nc2c3c(c(C#N)c4nc5ccccc5n24)CCC3)cc1	-6.7	.	15.1	-4.9%
CCC(C)Nc1nc(-c2ccc3c(c2)NC(=O)CO3)cs1 (stereo not given)	3.6	7.4%	-21.9	-12.1%
N#CC1=C(S)N(c2ccc(F)cc2)C(c2cccs2)NC1=O (stereo not given)	-3.7	-0.4%	22.6	-6.9%
Fc1c(F)c(F)c(N=Cc2ccc3ncccc3c2)c(F)c1F	.	.	-29.9	-1.7%
Nc1ccc(C(=O)N/N=C\c2cc(N=Nc3cccc4ccccc34)ccc2O)cc1	4.9	?	98.3	-10.4%
O=C(c1ccc(Cl)cc1)N1CCC(c2nc(-c3cccs3)no2)CC1	6.1	10.1%	-9.5	-9.3%
O=C(CSc1nnc(-c2ccccc2Cl)o1)N1CCCCC1	-7.6	-6.6%	1.8	0.1%
CCCc1c(OCCCCc2nn[nH]n2)ccc(C(C)=O)c1O	.	18.4%	-8.9	-1.1%&2.0%
Cc1cc(C)c(C#N)c(SCc2[nH]nc3c2C(c2ccccc2)C(C#N)=C(N)O3)n1 (stereo not given)	-13.5	0.2%	28.3	-14.8%
CC1CCCCN1Cc1ccc(N(C)C)cc1 (stereo not given)	3.8	-0.2%	-20.7	-6.0%
COc1ccc(CCN(Cc2nc3ccccc3c(=O)[nH]2)C(=O)c2ccco2)cc1OC	-3.9	-3.3%	-7.3	-1.7%
Cc1cccc(OCCCC(=O)Nc2ccccc2C(F)(F)F)c1	-0.4	2.4%	?	-0.6%
Cc1ccc(S(=O)(=O)N2CN(Cc3ccco3)c3nc4ccccc4nc32)cc1C	?	-20.3%	-2.8	-11.0%
Cc1ccc(CNC(=O)CCSCCC(=O)NCc2ccc(C)cc2)cc1	9.1	-6.1%	52.8	3.6%
Cc1ccc(-c2nn3c(C)nnc3c3ccccc23)cc1S(=O)(=O)NC(C)c1ccccc1 (stereo not given)	11.4	-3.9%	?	3.6%
C=CCn1c(SCC(=O)N2CCOCC2)nc2scc(-c3ccco3)c2c1=O	-4.2	-12.8%	23.2	-12.6%
Cc1nc2c(n1O)CCC/C2=N\O	-13.3	13.7%	18.7	-6.8%
CCOC(=O)CCCNC(=O)COC(=O)c1cccc(C)c1O	2.4	-2.3%	11.4	-3.6%
CC(=O)Nc1cccc(C(=O)OCc2ccccc2)c1	8.1	3.4%	?	11.9%
COc1ccc(Oc2c(Cl)cnn(-c3ccc(C)cc3)c2=O)cc1	1.8	5.1%	-8.5	1.2%
O=c1c(Cl)c(Cl)cnn1-c1ccccc1	-22.0	.	10.1	3.4%
Cc1cnc(C)c(N2CCC(C(=O)NCc3ccco3)CC2)n1	2.0	-5.7%	?	-3.2%
Cc1cc(C(=O)NC(C)C)on1	-16.5	-5.7%	?	-3.9%
O=C(N=Nc1c(O)n(C2OC(=O)c3ccccc32)c2ccccc12)c1ccc(O)cc1 (stereo not given)	1.6	-15.9%	-7.6	-3.2%
Cc1sc(N/N=C/c2cccs2)nc1-c1ccccc1	-2.2	.	1.7	-3.4%
CCC(=O)N(CC)c1nc(-c2cc(OC)ccc2OC)cs1	2.5	.	283.2	8.6%
COc1ccc(OC)c(NC(=O)CSc2nnc(C)n2Cc2ccccc2)c1	7.6	-4.6%	56.2	1.6%
COc1cccc(CNC(=O)Cc2ccc(-n3c(=O)[nH]c4ccccc4c3=O)cc2)c1	.	.	-4.3	-1.1%
CCOc1ccc(CNC(=O)C(CC)n2nc(C)n3c(cc4occc43)c2=O)cc1OC (stereo not given)	-11.8	-3.9%	-89.4*	-5.1%
O=C(COC(=O)CNC(=O)c1ccc(Br)o1)Nc1ccc2c(c1)OCCO2	-2.9	-2.8%	19.9	-5.6%
CC1(C)CC(=O)C2=C(C1)Nc1ccccc1NC2c1nc2ccccc2[nH]1 (stereo not given)	3.5	11.8%	-25.8	7.0%
O=C1N/C(=C\c2ccsc2)C(=O)N1Cc1ccc(F)cc1	-12.4	.	-4.7	4.6%
Cc1nc([N+](=O)[O-])c(Br)n1CC(=O)c1ccccc1	2.7	-0.6%	-25.9	-12.1%
COCCCNCCOCCOc1ccc(C)cc1Br	-5.3	.	166.5	-4.9%
O=C(c1cnccn1)N1CCC2(CC1)CN(Cc1nccs1)C2	.	3.0%	.	-1.7%
O=C(NNS(=O)(=O)c1ccccc1[N+](=O)[O-])c1ccccc1[N+](=O)[O-]	.	.	48.6	1.6%
Oc1ccc(-c2nc(-c3ccc(O)c(O)c3)cs2)cc1	-1.0	3.98µM*	-101.0*	5.01µM*
CCS(=O)(=O)N1CCN(C(=O)CC(C)C)CC1	-5.2	.	316.7	-7.7%
O=S(=O)(NCc1cccnc1)c1ccc2c(c1)OCCO2	-7.2	.	-0.8	1.8%
CN1CCN(CCCNC(=O)c2nnc(Cc3c(F)cccc3Cl)o2)CC1	-0.1	-0.3%	?	2.3%
COC(=O)/C=C1/C(=O)N/C(=N\c2nc(C)cc(C)n2)N1c1ccc(OC)cc1	.	.	-10.0	0.3%
CC(=O)N(C(C)=O)c1ccc2nc(C)[nH]c(=O)c2c1	5.9	1.5%	37.4	1.8%
COc1cccc(OC)c1C(=O)Nc1ccc(CN2CCCCC2)cc1	12.4	0.7%	?	2.4%
Clc1ccccc1CSc1nnc(/C=C/c2ccccc2)o1	16.4	-4.5%	3.3	-11.8%
COc1cc(/C=C/C(=O)NCc2ccccn2)cc(OC)c1OC	.	.	33.9	6.3%
Cc1[nH]n(-c2cccc(Cl)c2)c(=O)c1C=NC12CN3CN(CN(C3)C1)C2	1.1	.	15.4	6.1%

Not all compounds are listed. The share of hits here may be higher or lower than overall.
